FAS TE block: FAS thioesterase domain inhibitors, primary screen, biochemical, fluorescence intensity, uHTS; inhibition, % at 15 µM; Fatty acid synthase (Homo sapiens), P49327; recombinant FAS-TE, OMFH fluorogenic substrate, fluorescence endpoint; hit rate 0.67% among 360,000; AID 602261, 2012;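 active = compounds whose normalised, plate-corrected inhibition of enzyme fluorescence in the single-dose primary screen is 50% or more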;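 also: 0% = DMSO with enzyme and 100% = substrate without enzyme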
E coli Lon inh: inhibitors of E. coli Lon protease, primary screen, biochemical, fluorescence polarization; P0A9M0; purified E. coli Lon protease; inhibition, % at 7.94 µM; hit rate 0.42% among 360,000; in the data active = inhibition above about 13%, passing the limit was not always enough;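 also: 0% = enzyme with probe and DMSO and 100% = no enzyme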
Neddyl block: inhibitors of cullin neddylation, primary screen, biochemical, TR-FRET, uHTS, NAE and Ubc12. NEDD8-conjugating enzyme Ubc12 (Homo sapiens) + NEDD8-activating enzyme E1 regulatory …. calls only at 25 µM. hit rate 0.58% among 360,000; in the data active = inhibition above about 36%
Tb MetRS inh: T. brucei MetRS inhibitors, primary screen, biochemical, luminescence. hit rate 0.4% among 360,000. purified T. brucei MetRS, ATP depletion, Kinase-Glo luminescence. AID 624268, 2012. inhibition, % at 11.9 µM. methionyl-tRNA synthetase (Trypanosoma brucei brucei);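 active = inhibition above a per-plate cutoff of the control wells' mean inhibition plus 3 SD, cut at about 5.5% in these data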;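 also: 0% = DMSO wells median and 100% = median of wells with control inhibitor compound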
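Material: parasite MetRS enzyme / Replication: singlicate, one well per compound / Signal: luminescence of leftover ATP / Schedule: 2 h aminoacylation at 25 °C after 15 min preincubation / Medium: HEPES-MgCl2-KCl buffer plus DTT, spermine, BSA, pyrophosphatase / Doses: 11.9 µM single point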
MLLE-PAM2 inh: inhibitors of PABP1 MLLE–PAM2 peptide binding, primary screen, biochemical, fluorescence polarization, FITC-PAM2, GST-MLLE | hit rate 0.36% among 360,000 | inhibition, % at 20 µM | AID 588489, 2011 | Polyadenylate-binding protein 1 (Homo sapiens), P11940; in the data active = inhibition above about 35%, passing the limit was not always enough;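 also: plate controls were DMSO wells with GST-MLLE for no effect and wells lacking GST-MLLE protein for full effect; some results filed as inactive read as strong as hits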
Rin1-Abl PPI inh: inhibitors of Rin1-Abl protein binding, primary screen, biochemical, TR-FRET; Tyrosine-protein kinase ABL1 (Homo sapiens) + Ras and Rab interactor 1 (Homo sapiens), …; inhibition, % at 7.35 µM; hit rate 0.4% among 360,000; AID 588664, 2011; in the data active = inhibition above about 5%, passing the limit was not always enough
Target sequence (P00519 whole entry, looked up): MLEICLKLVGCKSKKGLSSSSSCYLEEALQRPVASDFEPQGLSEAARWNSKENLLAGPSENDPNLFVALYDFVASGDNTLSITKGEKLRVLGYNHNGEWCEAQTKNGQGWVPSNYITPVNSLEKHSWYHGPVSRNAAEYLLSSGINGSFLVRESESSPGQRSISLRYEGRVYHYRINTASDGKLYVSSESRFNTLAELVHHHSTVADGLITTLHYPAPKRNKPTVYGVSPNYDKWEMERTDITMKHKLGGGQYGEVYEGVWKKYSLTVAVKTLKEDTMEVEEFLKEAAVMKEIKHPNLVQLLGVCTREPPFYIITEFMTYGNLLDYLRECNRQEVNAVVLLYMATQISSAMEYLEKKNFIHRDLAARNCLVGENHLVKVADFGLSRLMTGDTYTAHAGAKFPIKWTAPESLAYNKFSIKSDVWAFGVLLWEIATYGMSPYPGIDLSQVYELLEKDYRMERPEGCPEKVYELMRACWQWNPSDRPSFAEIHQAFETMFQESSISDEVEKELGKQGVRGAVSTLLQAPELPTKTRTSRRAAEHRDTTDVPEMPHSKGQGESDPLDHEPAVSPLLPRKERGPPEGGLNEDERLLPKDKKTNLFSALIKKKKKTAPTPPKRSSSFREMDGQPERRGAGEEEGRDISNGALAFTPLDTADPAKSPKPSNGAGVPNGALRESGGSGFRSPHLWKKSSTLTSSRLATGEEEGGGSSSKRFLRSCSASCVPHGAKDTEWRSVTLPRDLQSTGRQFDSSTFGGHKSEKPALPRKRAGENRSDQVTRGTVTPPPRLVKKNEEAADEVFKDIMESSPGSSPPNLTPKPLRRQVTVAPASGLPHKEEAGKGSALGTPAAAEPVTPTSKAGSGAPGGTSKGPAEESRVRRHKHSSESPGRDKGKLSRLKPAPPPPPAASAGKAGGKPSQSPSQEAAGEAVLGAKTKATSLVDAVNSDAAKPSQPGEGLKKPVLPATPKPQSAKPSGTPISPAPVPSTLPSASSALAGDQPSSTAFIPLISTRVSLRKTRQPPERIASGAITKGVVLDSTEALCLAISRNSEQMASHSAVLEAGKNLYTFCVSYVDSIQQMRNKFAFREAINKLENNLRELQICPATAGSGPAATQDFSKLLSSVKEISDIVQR
Target sequence (Q13671 whole entry, looked up): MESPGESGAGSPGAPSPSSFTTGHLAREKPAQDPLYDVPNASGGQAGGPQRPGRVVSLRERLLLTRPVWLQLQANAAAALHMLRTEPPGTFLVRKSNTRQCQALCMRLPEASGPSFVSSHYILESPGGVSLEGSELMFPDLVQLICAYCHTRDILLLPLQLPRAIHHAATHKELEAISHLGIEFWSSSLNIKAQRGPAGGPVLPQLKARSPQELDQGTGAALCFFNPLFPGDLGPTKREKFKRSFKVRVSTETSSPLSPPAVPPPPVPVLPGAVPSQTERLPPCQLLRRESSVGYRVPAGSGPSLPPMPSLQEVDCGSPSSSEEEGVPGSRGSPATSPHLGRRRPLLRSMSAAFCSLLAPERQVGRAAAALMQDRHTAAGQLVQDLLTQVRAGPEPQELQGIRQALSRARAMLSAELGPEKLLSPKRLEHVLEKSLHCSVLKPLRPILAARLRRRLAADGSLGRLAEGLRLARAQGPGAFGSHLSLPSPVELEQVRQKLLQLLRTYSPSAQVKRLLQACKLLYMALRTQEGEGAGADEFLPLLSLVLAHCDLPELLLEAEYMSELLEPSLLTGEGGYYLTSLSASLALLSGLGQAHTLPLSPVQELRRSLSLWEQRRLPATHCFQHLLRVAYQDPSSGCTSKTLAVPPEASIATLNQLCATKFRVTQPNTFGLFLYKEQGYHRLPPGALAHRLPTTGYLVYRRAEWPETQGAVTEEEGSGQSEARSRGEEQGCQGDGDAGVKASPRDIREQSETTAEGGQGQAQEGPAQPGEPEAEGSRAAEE
CSN deneddyl inh: inhibitors of CSN-mediated cullin deneddylation, primary screen, biochemical, fluorescence polarization, uHTS | hit rate 0.38% among 360,000 | Purified CSN, SCF-Nedd8-OG deneddylation | COP9 signalosome complex subunit 5 (Homo sapiens), Q92905 | AID 651999, 2013 | inhibition, % at 12.5 µM;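 active = pattern-corrected inhibition above about 35%, with an unprinted fluorescence ratio check between 0.5 and 1.5, limit read from the data, passing the limit was not always enough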;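 also: 0% = enzyme with substrate and 100% = substrate without enzyme; some results filed as inactive read as strong as hits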
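Detection – fluorescence polarization · System – HEK293T-derived human Csn5 enzyme · Controls – substrate-only high control, full reaction low control · Timing – 90 min, room temperature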
MsrA inh: bovine MsrA enzyme inhibitors, primary screen, biochemical, absorbance, HTS | Methionine sulfoxide reductase A (Bos taurus) | purified bovine MsrA, absorbance read-out | inhibition, % at 15.5 µM | hit rate 0.75% among 360,000 | AID 651718, 2012; in the data active = inhibition above about 4.5%;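 also: 0% = vehicle wells with enzyme and 100% = reference inhibitor wells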
MsrA act: bovine MsrA enzyme activators, primary screen, biochemical, absorbance, HTS; activation, % at 10.6 µM; purified bovine MsrA, absorbance read-out; hit rate 0.3% among 360,000; Methionine sulfoxide reductase A (Bos taurus); in the data active = activation above about 7.5%;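 also: 0% = vehicle and 100% = reference activator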
An asterisk follows results filed as active; i = inactive; / = no result given. Random draw from the library; any-hit rate near 4%.

Values in the order – MsrA act, MsrA inh, MLLE-PAM2 inh, Tb MetRS inh, Neddyl block, FAS TE block, CSN deneddyl inh, E coli Lon inh, Rin1-Abl PPI inh
O=S1(=O)CC(N2CCCC2)CN1Cc1cn(Cc2ccc(F)cc2)nn1 (stereo not drawn)
  -4, 0.4, /, -1.0, i, -7, 16, 2, /
Cc1nnc(NC(=O)C(C)Oc2ccc3c(C)cc(=O)oc3c2)s1 (stereo not drawn)
  -3, 3.0, -8, -0.9, i, -3, -4, -4, -1
CC(=O)Nc1c(Cl)cc2c(c1Cl)Cc1cc(N)ccc1-2
  -2, 1.7, -19, 0.0, i, -2, 1, 1, -1
COc1ccc(C(c2c(C)[nH][nH]c2=O)c2c(C)[nH][nH]c2=O)cc1Br
  -1, 0.7, -40, -0.3, i, -2, -3, -11, 1
O=C(CC1OC(=O)c2ccccc21)Nc1cc(Cl)ccc1N1CCCC1 (stereo not drawn)
  4, -0.2, -16, -0.2, i, 4, 16, -15, 3
CCN(CC)C(=O)Cn1c(=O)n(Cc2ccccc2Cl)c2c1c(=O)n(C)c(=O)n2C
  -2, 1.2, -2, -0.6, i, -5, 1, -5, 4
COc1ccccc1NC(=O)c1cccc(NC(=O)c2ccco2)c1
  -2, -1.9, 8, -0.7, i, 1, -1, -3, 2
CCOC(=O)c1nnn2c1nc(Nc1cccc(C(F)(F)F)c1)c1ccccc12
  -3, -0.8, 1, -0.2, i, -1, 2, 6, 3
CCc1noc(C)c1C(=O)N(CCCOC)c1c(N)n(Cc2ccccc2)c(=O)[nH]c1=O
  0, -1.0, -16, -0.6, i, -7, 2, -3, 3
CC(C)n1cc(CN2CCC(C(=O)Nc3ccc(Oc4ccccc4F)cc3)CC2)cn1
  -1, -1.1, -8, -0.1, i, -2, 0, 9, 5
CC1=NN(c2ccccc2)C(=O)/C1=C/C=C/c1ccc(N(C)C)cc1
  -2, 0.4, -6, -0.1, i, -1, -3, -3, 3
CC1CCCN(S(=O)(=O)c2ccc3[nH]c(=O)cc(C(=O)NCCCN4CCCCCC4)c3c2)C1 (stereo not drawn)
  1, 1.8, -21, -0.2, i, -14, 4, 4, -1
C[C@@H]1CN([C@H](C)CO)C(=O)CCCn2cc(nn2)CO[C@H]1CN(C)C(=O)NC1CCCCC1
  -2, 0.2, 7, -0.5, i, -4, -2, -10, 1
C/C(=N\NC(=O)Cc1cccc2ccccc12)c1ccncc1
  -10, 0.6, -14, -0.6, i, -3, 2, 5, -1
CCOC(=O)c1nnn2c1nc(N1CCCCC1)c1ccccc12
  -4, -0.8, -7, 0.1, i, 0, 4, 2, -4
O=C(Cc1ccc(Cl)cc1)Nc1ccncc1
  -1, -1.6, -1, -0.6, i, -5, -1, -1, 1
CCN(CC(=O)NCc1ccc(F)cc1)CC(=O)Nc1ccccc1-c1ccccc1
  -16, 0.0, 10, -1.9, i, 1, -1, 2, 1
CCNC(=O)CC1C(=O)N(c2ccc(F)cc2)C(=O)N1CCc1ccc(OC)cc1 (stereo not drawn)
  -2, 0.5, 6, -0.3, i, -7, -2, -1, 3
Cn1c(=O)[nH]c2c(c(C(=O)O)nn2C)c1=O
  -13, 0.9, -3, -0.1, i, -1, -2, -3, 3
COc1ccc(CN2C(=O)CSCC2(C)C(=O)NCc2ccccc2)cc1 (stereo not drawn)
  /, -0.3, /, -0.3, i, /, 10, /, /
Cc1cc(C)nc(SCc2nnc(SCC(=O)Nc3ccccc3C)n2Cc2ccco2)n1
  -7, -0.3, -11, -2.1, i, -8, 7, -2, 0
COc1ccccc1CNC(=O)C(=O)NCC1OCCN1C(=O)c1cccs1 (stereo not drawn)
  -5, 0.1, 4, -0.5, i, -10, 16, -7, -1
O=C1N/C(=N\c2ccccn2)SC1Cc1ccc(Cl)cc1 (stereo not drawn)
  -6, -0.2, -2, 0.2, i, -5, -1, -9, 1
COc1ccc(/C(O)=C2/C(=O)C(=O)N(CCN(C)C)C2c2cccnc2)cc1C (stereo not drawn)
  -12, 1.0, -3, -1.1, i, -1, -7, -5, -7
Cn1c(=O)c2c(nc(NCc3ccccc3)n2CC(N)=O)n(C)c1=O
  -2, -0.4, 7, 0.2, i, -4, 2, 3, 0
CC(C)(C)[C@@H]1C=C(C(=O)O)O[C@H](OCCCCO)C1
  -7, -0.1, 1, -0.2, i, -14, 8, -6, 4
COc1ccccc1OCCC(=O)Nc1cccc(S(=O)(=O)N2CCOCC2)c1
  -2, 0.1, -5, 0.5, i, -1, 4, -3, 5
O=C(COc1ccc(NC(=O)c2ccccc2)cc1)c1ccccc1
  -7, -0.5, 3, -0.5, i, 4, -3, -10, 0
Cc1ccn2c(=O)nc(SCC(=O)NCc3ccccc3)nc2c1
  -1, 0.5, 0, -0.2, i, -3, 2, -6, 8
COc1ccc(N(CC(=O)NCCSC2CCCCC2)S(=O)(=O)c2ccccc2)c(OC)c1
  -4, 0.9, 11, -0.2, i, 21, 6, -8, 2
O=C(CSc1ccccn1)N/N=C/c1cccc([N+](=O)[O-])c1
  -4, -0.1, 0, 0.1, i, -1, 2, 6, 1
O=C(COC(=O)CN1C(=O)c2ccccc2C1=O)Nc1ncc(Cl)cc1Cl
  -4, 0.4, 0, -1.4, i, -4, 1, -2, -1
Cc1ccc(C)c(NC(=S)NCCc2ccc(S(N)(=O)=O)cc2)c1
  0, -1.1, 18, -0.4, i, -3, -3, -8, 1
CC(C)=NNc1nc2sc3c(c2c(=O)[nH]1)CC(C)(C)OC3
  -1, -0.1, 6, 0.3, i, -12, -1, -2, 0
O=c1cc2c(=O)oc3cc(O)c(O)oc3c2c(O)c1O
  -5, 1.0, 30, 1.7, i, -4, 70, -6, 56*
Cc1ccc(/C=C/C(=O)N2CCCC(C)C2)cc1 (stereo not drawn)
  -3, 1.1, 0, -0.1, i, -7, -16, 8, 3
CC1CCN(CC(C)CNC(=O)c2cc(-c3ccccn3)nc3ccccc23)CC1 (stereo not drawn)
  -3, 0.3, 0, -0.4, i, -9, 1, -4, 1
O=C(CSc1nnc(CNC(=O)c2ccc(F)cc2)o1)NCc1ccc2c(c1)OCO2
  -3, -0.1, 22, -0.1, i, -6, 0, 0, 0
CCOc1ccc(CCNC(=O)COC(=O)c2ccccc2O)cc1OCC
  -4, -0.3, 0, -0.7, i, -8, -2, 2, 0
CCc1cccc(NC(=O)Nc2ccc3c(c2)OCO3)c1
  -10, 1.2, -20, -0.4, i, -6, 6, -6, -3

Among those listed so far, three have two or more sulfur atoms:
Values in the order – MsrA act, MsrA inh, MLLE-PAM2 inh, Tb MetRS inh, Neddyl block, FAS TE block, CSN deneddyl inh, E coli Lon inh, Rin1-Abl PPI inh
Cc1cc(C)nc(SCc2nnc(SCC(=O)Nc3ccccc3C)n2Cc2ccco2)n1
  -7, -0.3, -11, -2.1, i, -8, 7, -2, 0
COc1ccc(N(CC(=O)NCCSC2CCCCC2)S(=O)(=O)c2ccccc2)c(OC)c1
  -4, 0.9, 11, -0.2, i, 21, 6, -8, 2
Cc1ccc(C)c(NC(=S)NCCc2ccc(S(N)(=O)=O)cc2)c1
  0, -1.1, 18, -0.4, i, -3, -3, -8, 1

The listing picks up, repeating the 3 entries before the break.
Values in the order – MsrA act, MsrA inh, MLLE-PAM2 inh, Tb MetRS inh, Neddyl block, FAS TE block, CSN deneddyl inh, E coli Lon inh, Rin1-Abl PPI inh
O=C(CSc1nnc(CNC(=O)c2ccc(F)cc2)o1)NCc1ccc2c(c1)OCO2
  -3, -0.1, 22, -0.1, i, -6, 0, 0, 0
CCOc1ccc(CCNC(=O)COC(=O)c2ccccc2O)cc1OCC
  -4, -0.3, 0, -0.7, i, -8, -2, 2, 0
CCc1cccc(NC(=O)Nc2ccc3c(c2)OCO3)c1
  -10, 1.2, -20, -0.4, i, -6, 6, -6, -3
COc1cc(OC)c(OC)cc1CN(C)CCc1ccccn1
  -1, 0.0, 5, -1.4, i, -3, 1, -8, -2
COc1cnc(-c2ccccn2)nc1Sc1cccc(Cl)c1
  -9, 0.0, -2, -0.8, i, 9, -6, -5, -2
COc1ccc(N(CC(=O)N2CCc3ccccc32)S(=O)(=O)c2c(C)nn(C)c2C)cc1
  -1, 0.9, 1, 0.0, i, 2, -2, -8, -4
COc1ccc(NC(=S)NCc2ccco2)cc1
  -3, 0.0, -25, -0.5, i, -6, 1, 1, -1
COc1ccc(/C=C/CN2CCN(Cc3ccc(C)cc3)C(CCO)C2)cc1 (stereo not drawn)
  -2, -0.5, -2, -0.6, i, -4, -1, -6, 1
N=C1C(c2ccccc2)=C(O)CN1c1ccc2c(c1)OCO2
  -2, 1.0, 3, 0.3, i, -10, 1, 0, 1
O=C(CN1CCSCC1)N/N=C/c1ccccc1F
  2, 0.6, -7, -0.8, i, -8, 0, 3, 1
Cc1nc2ccccc2nc1N1CCCCC1
  -2, 0.5, -7, -0.2, i, -8, -1, 8, 0
CSc1ccc(/C=N/n2c(C)nnc2C)cc1
  -10, 3.2, 13, -1.2, i, -6, -4, 3, 0
O=C(COC(=O)c1c2c(nc3ccccc13)/C(=C\c1cccs1)CCC2)Nc1ccccc1
  -6, 1.1, -10, -1.0, i, 36, 10, -2, 6
COC(=O)c1ccccc1NC(=S)N(Cc1ccc2c(c1)OCO2)Cc1cc2cccc(C)c2[nH]c1=O
  -1, 1.0, -51, 0.1, i, 83*, 4, -13, -2
O=C(N/N=C/c1c[nH]c2ccccc12)c1ccn[nH]1
  -3, 3.7, -6, 0.3, i, -6, 5, -12, -1
O=C(OCC#CCSc1nnc(-c2cccc3ccccc23)o1)c1cccc2[nH]ccc12
  -2, -0.2, -101, -0.4, /, 23, -3, 0, 5
CC(C)C[C@@H](CN1CCC[C@@H]1CN1C(=S)NC[C@@H]1Cc1ccc(O)cc1)N1C[C@H](Cc2ccc(O)cc2)N(CC2CCCCC2)C1=S
  -3, 0.2, -11, 0.2, i, -53, -6, 7, 5
COCCNC(=O)CCCn1c(=O)c2ccccc2n(CC(=O)NCCC2=CCCCC2)c1=O
  -10, 0.5, 4, -1.3, i, -9, 7, -3, 2
CC(/C=N/Nc1ccc2nncn2n1)=C\c1ccccc1
  -3, 3.5, 3, -0.4, i, -1, 2, -8, -3
COc1ccc(CNC(=O)CS(=O)CC(=O)O)cc1OC (stereo not drawn)
  -5, 0.0, 24, -0.2, i, -6, 2, -3, 0

High-throughput results: PubChem BioAssay, several laboratories
